Bioassay records as filed in PubChem.
EWS-Fli inh – EWS/Fli-driven NR0B1 reporter inhibitors, primary screen, A673 cells, NR0B1 luciferase, luminescence, MLPCN library | viability-normalised | 350,000 compounds, 0.67% hits | inhibition, % at 12.6 µM;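 active means mean inhibition of at least 50% after viability correction, with every replicate also passing that limit; inconclusive means mean reaches 50% but only one of two replicates passes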;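 further: firefly luciferase signal divided by Alamar Blue viability fluorescence both relative to DMSO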
ERp5 inh – inhibitors of ERp5-driven insulin aggregation, primary screen, biochemical, turbidity, absorbance 650 nm, single point; 90 min; inhibition, % at 9.99 µM; 350,000 compounds, 0.05% hits;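 active means mean replicate inhibition above about 25%, with every replicate also reaching it, limit read from the data, passing the limit was not always enough; inconclusive means only one of those two criteria met; inactive means neither criterion met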
Target sequence (Q15084 whole entry, looked up): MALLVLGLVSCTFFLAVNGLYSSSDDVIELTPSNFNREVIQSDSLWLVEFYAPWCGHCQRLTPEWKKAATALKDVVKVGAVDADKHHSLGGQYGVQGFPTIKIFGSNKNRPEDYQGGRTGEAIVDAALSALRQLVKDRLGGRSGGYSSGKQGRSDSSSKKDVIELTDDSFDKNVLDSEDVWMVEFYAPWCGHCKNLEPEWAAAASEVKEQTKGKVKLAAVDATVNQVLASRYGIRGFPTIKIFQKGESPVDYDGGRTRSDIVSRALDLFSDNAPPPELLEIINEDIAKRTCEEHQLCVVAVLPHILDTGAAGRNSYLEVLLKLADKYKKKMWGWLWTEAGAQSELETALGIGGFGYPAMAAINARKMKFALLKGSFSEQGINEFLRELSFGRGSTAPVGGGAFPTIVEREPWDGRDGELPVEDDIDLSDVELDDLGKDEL
INS-1E GSIS act – GLuc luminescence reporter in INS-1E cells, primary screen for activators of glucose-dependent secretion of insulin; INS-1E GLuc reporter insulin secretion, 2-3 h; activation, % at 16.6 µM; 370,000 compounds, 0.61% hits; AID 743287, 2014;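 active means lowest replicate activation of at least 40%, so every replicate reaches that level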;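 further: 0% = median of neutral control wells and 100% = median of IBMX positive control wells; some compounds called inactive have numbers as strong as hits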
PAX8 reporter – inhibitors of PAX8-driven TPO luciferase reporter, primary screen, RMG-I cells, single concentration. SteadyGlo, 24 h. inhibition, % at 12.6 µM. 360,000 compounds, 1.2% hits;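 active means mean replicate inhibition at least 60% with every replicate also reaching 60%; inconclusive means only one of the two criteria is met; inactive means mean below 60% and not all replicates reaching 60%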;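 further: luciferase light reporting Pax8 driven TPO promoter activity; plate controls were median of neutral control wells for no effect and mitoxantrone controls for full effect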
ARNT-TACC3 inh – disruptors of ARNT/TACC3 protein interaction, primary screen, biochemical, AlphaScreen, single concentration; Transforming acidic coiled-coil-containing protein 3 (Homo sapiens), Q9Y6A5; AlphaScreen His-ARNT PAS-B/GST-TACC3 binding, luminescence; TACC3 fragment carries E629A point mutation; inhibition, % at 9.99 µM; 390,000 compounds, 0.66% hits;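 active means mean inhibition of replicates at least 50% and at least half of replicates each reaching 50%; inconclusive means half or more replicates reach 50% but mean below 50%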;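 further: 0% = complete ARNT plus TACC3 wells and 100% = ARNT alone without TACC3; many hits fall short of the cut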
CFTR F508del cor – F508del CFTR correction, initial screen, CFBE line, single point; CFBE cells, YFP halide quenching; stimulated with forskolin plus potentiator P3; % fluorescence drop versus neutral controls; activity (quench increase), % at 7.58 µM; 350,000 compounds, 0.36% hits; AID 720511, 2013;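 active means mean added fluorescence quench of at least 8% versus neutral control, with both replicates also reaching 8%; inconclusive means only one of the mean or replicate conditions met; inactive means mean below 8% and not both replicates reaching 8%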;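 further: cells transiently co-express mutant CFTR-F508del with the halide-sensitive YFP; corrector assay measuring rescue of mutant channel to the surface after 24 h compound exposure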
DENV2 CPE – inhibitors of DENV2 cytopathic effect, primary screen, cell-based, plate reader, single concentration. 350,000 compounds, 1.7% hits. CPE inhibition, % at 9.99 µM. DENV2-infected cells, cytopathic effect rescue. AID 651640, 2012; in the data active means CPE inhibition above about 20%, passing the limit was not always enough; inconclusive means no clear call, values can overlap the other calls; tested in BHK-21 cells;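 further: 0% = median of neutral control wells and 100% = median of positive control wells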
XiGFP reactiv – activators of inactive X chromosome reactivation, primary screen, imaging, XiGFP fibroblasts, GFP high-content imaging, set 2; XiGFP mouse fibroblasts, % GFP-positive cells imaging, 3 d; cells co-treated with 5-aza-dC sensitizer; scaled so ellipticine positive control = 100%; activation, % at 7.58 µM; 360,000 compounds, 0.055% hits;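 active means mean normalized replicate activation at least 10% and every replicate at or above 10%; inconclusive means only one of the two criteria met; inactive means mean below 10% and not all replicates reach 10%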;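 further: 0% = median of on-plate neutral control wells and 100% = ellipticine 6 µM median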
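material = 68-5-11 XiGFP fibroblast line | medium = DMEM plus 5-aza-dC sensitizer | schedule = 3 days compound exposure | benchmarks = positive control ellipticine, 6 µM final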
Starred values were filed as active, the others as inactive; ? = inconclusive; nt = not tested or not shown. Hits appear at their usual frequency; any-hit rate near 4.2%.

SMILES	EWS-Fli inh	ERp5 inh	INS-1E GSIS act	PAX8 reporter	ARNT-TACC3 inh	CFTR F508del cor	DENV2 CPE	XiGFP reactiv
Cc1cccc(C(=O)N2CCC(C)(C(=O)NS(=O)(=O)C3CC3)C2)c1C (stereo not drawn)	8.9	4.4	8.0	-2.3	nt	-1.7	-12.6	0.0
CCC(=O)N1[C@@H](CO)[C@H](c2ccccc2)C12CN(C(=O)c1cnccn1)C2	nt	17.1	24.3	nt	nt	-0.4	12.6	-0.1
CNC(=S)N/N=C/c1ccc2c(c1)OCCO2	-17.4	3.3	-1.2	-12.1	-4.4	-0.1	-13.1	0.1
COc1ccc(NC(=O)Nc2ccc3c(c2)C(=O)N([C@@H](C)CO)C[C@H](C)[C@@H](CN(C)C)OCCCC[C@H](C)O3)cc1	1.2	2.5	0.1	-17.1	5.5	-1.7	-7.1	0.2
C/C(=N/NC(=O)CSc1nc2ccccc2n1C)c1ccco1	nt	-7.8	9.9	nt	2.9	-0.9	-5.8	0.4
CC(C)CC[C@@H](O)[C@](C)(O)C1CC[C@@]2(O)C3=CC(=O)[C@@H]4C[C@@H](O)[C@@H](O)C[C@]4(C)C3CC[C@]12C (stereo partly drawn)	3.7	1.7	nt	0.2	-2.3	-1.3	-21.0	-0.1
CC(C)NS(=O)(=O)c1ccc(NC(=O)C(C)OC(=O)CCC(=O)c2cccs2)cc1 (stereo not drawn)	-0.4	-5.4	-38.9	4.6	-5.5	2.2	2.1	0.0
CC(=O)N1CCN(c2ccccc2NC(=O)c2cc3ccccc3o2)CC1	5.8	-4.9	2.7	21.1	-3.7	-4.0	-6.3	0.4
COc1ccccc1NC(=O)c1ccc(-c2nn(C)c(=O)c3ccccc23)cc1	-2.0	-1.1	-1.2	6.0	-2.0	1.3	-0.4	0.0
CC(C)NC(=O)/C(C#N)=C/c1ccc2c(c1)OCCO2	nt	nt	8.5	16.3	-1.6	nt	nt	0.2
Cc1cn2c(-c3ccc(Cl)cc3)nnc2s1	-5.8	6.2	13.2	-5.2	24.5	-1.0	5.3	0.1
CCOc1ccc(NC(=O)COc2ccc(C(=O)NCC3CCCO3)cc2OC)cc1 (stereo not drawn)	-4.7	0.5	-13.0	12.1	4.0	-5.1	-5.5	-0.1
Cc1ccccc1S(=O)(=O)N1CC[C@H]2[C@H](CO)Nc3ccc(-c4cccc(C#N)c4)cc3[C@H]21	-11.9	nt	8.7	-25.3	8.5	2.8	-23.2	0.1
Cc1ccc(OCc2nnc(SC(C)C(=O)O)n2-c2ccccc2)cc1 (stereo not drawn)	9.6	2.7	-5.5	6.2	-13.5	-1.2	-3.2	0.0
O=C(CNC(=O)c1ccco1)N/N=C/c1cccs1	-8.0	-1.4	15.5	-1.1	22.3	1.6	1.1	0.4
OC[C@@H]1[C@@H](c2ccccc2)C2(CN(CC3CCOCC3)C2)N1Cc1nccs1	5.7	-4.3	6.9	nt	nt	-1.5	51.1*	0.0
Nc1nc(SCc2ccccn2)c2ncn(C3CCCC3)c2n1	-11.7	3.6	36.7	-79.6	1.9	-2.8	3.2	0.1
O=C(COc1ccc2ccccc2c1)NNC(=O)Cc1ccccc1	-0.4	-3.1	nt	-18.3	-3.7	nt	-5.2	0.0
Cc1ccc(-c2ccc3c(c2)O[C@H](CN(C)Cc2cccnc2)[C@@H](C)CN([C@@H](C)CO)S3(=O)=O)cc1	35.4	0.2	17.1	nt	4.3	-1.2	-3.2	-1.2
O=C(Nc1nnc(SCc2cccc3ccccc23)s1)C1COc2ccccc2O1 (stereo not drawn)	-36.1	11.9	1.1	-23.6	3.6	nt	-1.1	-0.2
COc1cc(NC(=O)C(C)C)ccc1NC(=O)c1ccco1	-96.9	-2.7	17.6	nt	-1.4	-1.7	0.0	nt
C=C(C)CNC(=S)Nc1cccc2cnccc12	7.2	-6.3	4.9	30.7	6.8	-0.7	8.1	0.1
CCN1CCN(Cc2ccc(NC(=O)c3ccc(C)c(NC(=O)c4nccn4C)c3)cc2C(F)(F)F)CC1	4.8	-0.8	0.0	6.5	6.5	-2.1	-23.1	1.0
CCC(=O)N1C[C@@H](C)[C@@H](OC)CN(C)C(=O)c2ccc(NC(=O)c3ccno3)cc2OC[C@@H]1C	-4.3	-7.3	2.2	nt	-3.3	-4.7	-4.3	-0.3
Cc1ccc(S(=O)(=O)N2CCN(C(=O)COC(=O)c3ncc(Cl)c(Cl)c3Cl)CC2)c(C)c1	3.3	-1.4	-8.4	6.5	-6.8	-2.5	3.0	1.2
O=C(COC(=O)CCc1ccccc1)NNC(=O)c1ccccc1	1.4	-1.0	10.2	nt	-4.3	0.6	4.2	0.1
NC(=O)c1sc2nc3c(cc2c1N)CCCCCC3	-58.3	2.2	2.7	-171.5	0.0	-1.5	3.4	?
COc1ccc(NC(=O)N(C)C[C@@H]2OCCCC[C@@H](C)Oc3ccc(NC(=O)Nc4c(C)noc4C)cc3C(=O)N([C@H](C)CO)C[C@H]2C)cc1	0.0	7.8	-13.6	-15.1	-5.3	-1.0	-0.1	-0.6
COC(=O)C1=CN(c2ccc(OC)cc2OC)C(N)=C(C#N)C1c1cccc([N+](=O)[O-])c1 (stereo not drawn)	56.7*	-6.3	nt	28.3	nt	7.7	1.1	0.8
OC[C@@H]1Nc2ccc(C#Cc3ccc(F)cc3)cc2[C@H]2NCC[C@@H]12	-0.3	-1.4	nt	nt	nt	-1.0	8.7	nt
O=C(Nc1ccccc1F)N1CC(=O)N2[C@@H](CO)[C@H](c3ccc(C#Cc4ccc(F)cc4)cc3)[C@@H]2C1	nt	1.0	-22.5	nt	nt	3.6	-2.4	0.5
O=C(NCCOCCOCCNC(=O)c1ccccc1)c1ccccc1	6.1	-1.1	3.8	11.7	-5.1	nt	1.6	0.5
COc1ccc(S(=O)(=O)N2CCC(C(=O)N[C@H](C(=O)NCc3ccncc3)C(C)C)CC2)cc1	1.6	1.3	nt	4.3	31.6	2.6	3.3	-0.1
Nc1ccn([C@@H]2O[C@H](CNCc3cccc(OC4CCCC4)c3)[C@@H](O)[C@H]2O)c(=O)n1	-4.4	6.4	-6.4	5.9	nt	3.8	?	0.1
CCc1c(O)nc(SCC(=O)N(CC)CC)[nH]c1=O	1.6	0.2	-7.6	6.2	-0.2	nt	1.1	0.0
COc1ccc(C(c2nnnn2C(C)(C)C)N2CCN(C/C=C/c3ccccc3)CC2)cc1 (stereo not drawn)	-3.8	7.5	-46.7	-1.4	nt	-1.7	15.3	0.0
COc1ccc(/C=N/NC(=O)c2cccc(NC(=O)c3ccccc3Cl)c2)cc1OC	-2.0	0.7	6.2	18.6	-3.0	-0.3	12.2	0.0
COc1ccccc1NC(=S)N1CCCC1	11.9	nt	7.9	2.2	nt	nt	nt	0.0
O=C(N/N=C/c1ccco1)C1(O)c2ccccc2-c2ccccc21	1.7	0.7	-18.6	-13.7	nt	-1.2	3.9	-0.1
O=C1c2ccccc2NC(c2cccc(O)c2)N1NS(=O)(=O)c1ccccc1 (stereo not drawn)	-1.7	-4.5	1.6	12.9	-11.4	0.0	-0.7	0.0
CCC1CCC(N2CCN(c3cccc(OC)c3)CC2)CC1 (stereo not drawn)	9.3	7.0	-0.3	31.8	-16.7	3.4	-2.5	0.0
Cn1c(N)c(C(=O)COC(=O)COc2ccc(C#N)cc2)c(=O)n(C)c1=O	5.4	-2.7	18.6	-24.3	1.0	-2.2	2.5	-0.4
CCOC(=O)c1ccc(CC(=O)c2oc3cc(O)ccc3c2C)o1	-3.8	5.1	-16.6	nt	1.2	3.0	-3.2	nt
CO[C@@H]1CN(C)C(=O)c2cc(NS(=O)(=O)c3c(C)noc3C)ccc2OC[C@H](C)NC[C@H]1C	3.5	-5.4	13.8	nt	-0.6	-1.1	-0.1	0.6
COC(=O)c1c(NC(=O)COC(=O)CCNS(=O)(=O)c2ccccc2)sc(C)c1C	8.5	-1.4	4.6	29.5	7.5	-1.4	5.4	0.0
COc1ccc(C(=O)NCC2CCN(C(=O)C(=O)c3cc4ccccc4o3)CC2)cc1	-3.3	-6.5	-5.9	-5.8	nt	2.8	18.5	0.0
CCC(=O)N1[C@H](CNC(C)=O)[C@H](c2ccc(-c3cccc(F)c3)cc2)[C@@H]1CO	1.1	2.8	-5.0	-2.1	-1.6	3.3	-8.1	0.2
N#C[C@@H]1[C@@H](c2ccccc2C2=CCCCC2)[C@@H](CO)N1C(=O)c1ccccn1	-7.7	-6.7	-1.1	-7.1	nt	-0.7	-8.1	0.0
COc1ccc(N2CC(C(=O)NCCc3c[nH]c4ccccc34)CC2=O)cc1 (stereo not drawn)	13.4	2.9	7.5	3.5	-24.2	-3.3	-0.3	0.0
CN1C(=O)c2cc(NC(=O)Cc3cccs3)ccc2OC[C@@H]2O[C@H](CC(=O)N[C@@H]3CCN(Cc4ccccc4)C3)CC[C@@H]21	11.8	-1.1	-10.7	10.1	3.1	nt	nt	0.1
C[C@H](NC(=O)[C@H](Cc1ccccc1)n1c(=O)[nH]c2ccccc2c1=O)C(=O)N1CCC(C(=O)O)CC1	-6.4	-1.3	4.5	nt	-16.5	-2.8	-7.0	nt
O[C@@H]1CN(Cc2cccs2)[C@@H](c2ccc(Cl)cc2)C[C@H]1n1cc(C2CC2)nn1	5.4	-2.0	-18.8	11.3	nt	2.1	?	-0.1
CNC(=O)C[C@@H]1CC[C@@H]2[C@H](COc3ccc(NC(=O)c4ccccc4OC)cc3C(=O)N2C)O1	-1.0	-3.4	11.0	-2.4	-3.8	2.2	0.8	-0.2
Cc1ccccc1COc1ccc(/C=C(\C#N)C(N)=O)cc1	-39.5	-3.9	-18.1	-28.2	-10.6	2.7	0.6	-0.1
COc1cc(C=C2C(=O)C=CC2=O)ccc1O	46.3	-2.0	52.4*	106.0*	nt	-3.2	-1.8	2.2
C/C(=N\Nc1ccccn1)c1ccc(Br)s1	-10.1	2.8	2.8	4.6	nt	0.1	-1.5	0.6
